Screening data: PubChem BioAssay, several laboratories
Peg3 promoter = Peg3 promoter-driven luciferase inhibitors, primary screen, cell-based, HeLa, luciferase luminescence; hit rate 1.7% among 360,000; inhibition, % at 20 µM; HeLa PEG-Prom luciferase reporter, overnight; AID 588405, 2011;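 active = inhibition of at least 50% at 20 µM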
KKLEB cytotox = cytotoxicity in KKLEB CF airway cells, primary screen, cytotoxicity control for CF NF-kB inhibitor project, cell-based, uHTS, fluorescence assay plates. KKLEB CF airway cells viability, ATPlite luminescence, overnight; active compounds read low; cells stimulated with P. aeruginosa culture filtrate. activity change (cytotoxicity), % at 5 µM. hit rate 0.36% among 360,000;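 active = corrected activity change at or below -50% at 5 µM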
NR2E3 ag-1 = inhibitors of NR2E3-RetCOR corepressor binding, primary screen, NR2E3 agonist project, biochemical, TR-FRET, GST-NR2E3, biotin-RetCOR | Photoreceptor-specific nuclear receptor (Homo sapiens), Q9Y5X4 | 1536-well | inhibition of corepressor binding, % at 4.78 µM | hit rate 0.12% among 320,000 | AID 2300, 2010;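 active = percent inhibition above the cutoff of mean plus 3 SD of all tested compounds, set per screening campaign, cut at about 20% in these data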;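 also: 0% = DMSO wells and 100% = biotin wells as full block of FRET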
Target sequence (Q9Y5X4 whole entry, looked up): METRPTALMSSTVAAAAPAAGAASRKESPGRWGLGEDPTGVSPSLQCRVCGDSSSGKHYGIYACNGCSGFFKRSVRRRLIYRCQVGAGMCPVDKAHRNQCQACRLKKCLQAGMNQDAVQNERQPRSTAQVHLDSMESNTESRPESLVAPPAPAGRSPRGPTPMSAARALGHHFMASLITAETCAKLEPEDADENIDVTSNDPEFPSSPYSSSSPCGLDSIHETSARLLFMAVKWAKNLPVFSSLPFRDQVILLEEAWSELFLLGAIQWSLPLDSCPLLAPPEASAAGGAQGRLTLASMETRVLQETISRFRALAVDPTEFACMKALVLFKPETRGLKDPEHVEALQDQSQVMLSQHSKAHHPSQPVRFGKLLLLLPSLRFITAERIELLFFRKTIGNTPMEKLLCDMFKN
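Test system: GST-NR2E3 and biotin-RetCOR proteins | Quantity: 1.35 nM GST-tagged NR2E3 final | Medium: Tris pH 7.5 | Also added: 7 nM biotin-RetCOR | Dosing: Compound at 4.8 µM, single dose | Timing: 5 h at 4 °C | Detection: Time-resolved FRET | Read-out basis: Percent inhibition | Benchmarks: Biotin wells as high control, 0.6% DMSO wells as low control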
NR2E3 ag-2 = NR2E3 agonists in two-hybrid cells, primary screen, cell-based, luminescence, CHO-S, Gal4-NCOR/VP16-NR2E3. inhibition of corepressor binding, % at 3.98 µM. luciferase. Photoreceptor-specific nuclear receptor (Homo sapiens), Q9Y5X4. hit rate 0.35% among 360,000. AID 602229, 2012;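 active = inhibition above the mean of all tested compounds plus 3 SD, cut at about 70% in these data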;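 also: 0% = DMSO with NR2E3 transfected cells and 100% = cells lacking NR2E3 construct; higher means lower luciferase signal from less NR2E3 corepressor binding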
hiPSC survival = enhancers of single-cell hiPSC survival, primary screen, ATPlite luminescence. AID 602274, 2012. 100% = ROCK inhibitor wells, 0% = DMSO. survival enhancement, % at 20 µM. hit rate 0.044% among 360,000; in the data active = survival enhancement above about 18%;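 also: cells exposed to compounds for 16 hours before the ATP read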
Shn3 inh set2 = reduction of Shn3 3'UTR firefly luciferase signal, primary screen, Schnurri-3 inhibitor project, cell-based, Clone20 osteoblasts, set 2; Clone20 osteoblast Shn3 3'UTR firefly luciferase, 24 h; inhibition, % at 12.5 µM; hit rate 0.52% among 360,000; AID 588674, 2011;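 active = mean inhibition of at least 75% with every replicate also reaching 75%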;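 also: 0% = median of neutral control wells and 100% = pilot-screen positive control compound; some compounds past the cut are filed as inactive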
TRAIL sens C8 = viability loss with TRAIL in NB7+C8 cells, primary screen, TRAIL sensitizer project, cell-based, ATPlite luminescence | inhibition (viability loss, TRAIL sensitization), % at 10 µM | hit rate 1% among 360,000;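 active = compounds causing at least 50% loss of cell viability in the single-dose screen, relative to plate controls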
CF NFkB inh = inhibitors of PAF-induced NF-kB signaling, primary screen, cell-based, GFP fluorescence, uHTS | KKLEB NF-kB-GFP reporter, GFP fluorescence overnight | hit rate 0.86% among 360,000 | inhibition, % at 5 µM | AID 588850, 2011;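 active = at least 50% inhibition at 5 µM, scaled per plate between neutral and stimulator controls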;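 also: PAF is a Pseudomonas aeruginosa culture filtrate used as stimulus; plate controls were PAF-stimulated DMSO wells for no effect and unstimulated DMSO wells for full effect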
EBV LMP1 NFkB = EBV LMP1-driven NF-kappaB luciferase reporter inhibitors, primary screen, cell-based, luminescence, single point. LMP1-induced NF-kappaB luciferase reporter cells. inhibition, % at 12.5 µM. hit rate 0.69% among 350,000; in the data active = inhibition above about 41%;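 also: 0% = neutral control wells and 100% = reference inhibitor control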
TRPM1 prom inh = inhibitors of MITF-dependent TRPM1 promoter reporter, primary screen, cell-based, SK-MEL-5, single point, luciferase | SK-MEL-5 TRPM1 promoter luciferase, 24 h | inhibition, % at 12.5 µM | hit rate 0.83% among 330,000;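 active = mean inhibition across replicates of 60% or more, whatever share of single replicates reaches that level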; also: values of inactives mirror those of a sister screen read the other way
HIF-2a inh = HIF-2a reporter inhibitors, primary screen, luminescence, 786-0 RCC cells | 786-0 RCC cells HIF-2a reporter, luciferase luminescence, overnight | inhibition, % at 18.8 µM | hit rate 0.72% among 360,000;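 active = inhibition of the luminescence signal of 40% or more relative to plate controls, in a single-dose primary screen at 18.75 µM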
* hit, by the source's call; nt = not tested or not shown.

SMILES	Peg3 promoter	KKLEB cytotox	NR2E3 ag-1	NR2E3 ag-2	hiPSC survival	Shn3 inh set2	TRAIL sens C8	CF NFkB inh	EBV LMP1 NFkB	TRPM1 prom inh	HIF-2a inh
CC1=CC(c2ccc(Cl)cc2)n2nc(NC(=O)CCCC(=O)O)nc2N1 (configuration not stated)	10	-3	4	-28	0.3	-1	-15	-8	-3	-3	10
COc1cccc(/C=C/c2nc3c(cnn3-c3ccccc3)c(=O)[nH]2)c1	-20	1	4	-35	0.9	4	8	3	0	-3	-23
Cc1cccc(NC(=O)CSc2nc3c(c(=O)[nH]2)CCCC3)c1C	12	-2	-1	-18	-0.5	-9	5	6	-16	1	-9
Cc1ccc(C(=O)N(CC(=O)NC2CCCC2)c2ccccc2Cl)s1	13	-2	7	-3	-0.1	7	1	3	0	4	10
O=C(CN1CCN(Cc2ccccc2Cl)CC1)N/N=C/c1cccs1	6	-7	2	-5	-0.2	-16	20	-1	nt	nt	14
O=C(NCc1ccc2c(c1)OCO2)c1cc(-c2ccccc2)nn1CC1CC(c2cccnc2)=NO1 (configuration not stated)	-5	10	2	-12	-1.4	-2	-4	-34	-6	-2	4
Cc1ccc(C(=O)Nc2nc(-c3ccccc3)c(-c3ccccc3)o2)cc1	-32	-22	5	3	3.0	-21	3	-2	3	-2	-72
CCCN(CCC)S(=O)(=O)c1ccc(NC(=O)c2cc(C(=O)OC)cc([N+](=O)[O-])c2)cc1	35	-24	-1	-6	5.6	53	13	11	-20	7	7
O=C1CSC(c2ccccn2)N1c1ccccc1 (configuration not stated)	4	-10	-1	15	0.4	-15	-30	-5	3	-5	0
COCCNC(=S)N1CCN(c2nc(-c3ccc(Cl)cc3)cs2)CC1	-8	-1	2	12	-0.3	4	-7	-7	16	3	-31
CCOC(=O)N1CCN(C2=C(NS(=O)(=O)c3ccccc3)C(=O)c3ccccc3C2=O)CC1	-5	-5	-1	-14	-0.1	0	18	11	2	23	-1
CCCCN(CC)CCCNC(=O)C1CCN(c2ncnc3c2sc2cccc(F)c23)CC1	7	1	-1	-1	-1.4	7	-2	-30	-7	-7	8
O=C(C1=C(O)C(=O)N(CCc2ccccc2)C1c1cccnc1)c1ccco1 (configuration not stated)	2	-9	25*	-8	4.1	-33	0	5	-14	9	-5
COc1ccccc1OCCNC(=O)C1CCN(C(C)=O)CC1	15	4	1	-5	1.1	8	-6	-15	3	-2	6
CCOc1ccc(NC(=O)CN(C)C(=O)CN2C(=O)C3CCCCC3C2=O)cc1OCC (configuration not stated)	13	16	1	27	-0.2	-5	-9	15	-9	-2	8
CCC(=O)c1ccc(OCC(O)CNCc2ccc(F)cc2)cc1 (configuration not stated)	12	-15	-4	10	-1.0	20	-5	-5	-1	5	12
S=C(NCC1CCCCC1)Nc1cccnc1	17	-4	-4	0	-1.8	12	-6	10	5	-5	0
O=C(Nc1cccc(C(=O)NC2CCCCC2)c1)c1ccccc1	-8	-9	2	9	0.2	-3	2	3	-5	-3	5
O=C(NCCCCNC(=O)c1cccnc1)c1cccnc1	6	10	-1	-6	-2.0	-7	-13	11	1	3	8
COc1cccc(N(CC(=O)NCC2CCCO2)C(=O)CCC(=O)Nc2nccs2)c1 (configuration not stated)	3	-12	-6	-6	-0.6	-10	-6	4	-5	12	13

Brought forward from above: 3 compounds; new compounds follow.
SMILES	Peg3 promoter	KKLEB cytotox	NR2E3 ag-1	NR2E3 ag-2	hiPSC survival	Shn3 inh set2	TRAIL sens C8	CF NFkB inh	EBV LMP1 NFkB	TRPM1 prom inh	HIF-2a inh
O=C(Nc1cccc(C(=O)NC2CCCCC2)c1)c1ccccc1	-8	-9	2	9	0.2	-3	2	3	-5	-3	5
O=C(NCCCCNC(=O)c1cccnc1)c1cccnc1	6	10	-1	-6	-2.0	-7	-13	11	1	3	8
COc1cccc(N(CC(=O)NCC2CCCO2)C(=O)CCC(=O)Nc2nccs2)c1 (configuration not stated)	3	-12	-6	-6	-0.6	-10	-6	4	-5	12	13
COc1ccccc1NS(=O)(=O)c1ccc(C(=O)N2CCN(c3ccccn3)CC2)cc1	11	-2	nt	17	-0.3	66	-14	-13	2	nt	23
Cc1ccc(S(=O)(=O)/N=C(/Nc2nc(C)cc(C)n2)N2CCOCC2)cc1	-11	2	-1	9	-1.9	3	9	-1	-8	2	10
Cn1c(=O)c2cc(NC(=O)NCc3ccc(F)cc3)ccc2n1C/C=C/c1ccccc1	8	-2	nt	-14	-1.3	1	12	18	nt	nt	1
COc1ccc(-c2ccc(-c3noc(C(C)C)n3)c(OC)n2)cc1	-179	-8	0	-78	5.0	-81	10	19	-34	-54	-201
COc1ccc2c(c1)c(C(C)=O)c(C)n2CCc1ccccc1	20	6	2	-19	-0.3	17	-6	33	26	17	20
CC(=O)Nc1c2c(nn1-c1ccc(C)cc1)CSC2	-5	19	2	-19	2.3	-10	-12	-8	-8	-3	6
COC(=O)c1c(NC(=O)Cc2ccccc2)sc2c1CC(C)(C)NC2(C)C	7	-18	1	-20	-2.5	-14	-8	16	1	-4	7
CN1OC[C@@H]2CN(C(=O)Cc3ccccc3)[C@H](c3ccccc3Br)C[C@@H]21	5	5	nt	10	-0.9	0	-11	14	1	nt	-5
O=C(CCCc1nc2ccccc2s1)N1CCN(c2ccccc2F)CC1	0	4	4	-12	1.5	6	-3	5	10	-22	-19
CCCNS(=O)(=O)c1ccc(OCC(=O)NCc2ccco2)cc1	12	-10	3	-22	-1.0	23	-5	8	3	10	-1
Clc1ccc(-c2nnc(-c3ccccc3)o2)cn1	-234	6	nt	-44	-0.5	-39	-10	-10	-16	-46	-196
CCCc1nc(NCc2ccco2)c(C#N)c2c1COC(C)(C)C2	27	-6	0	-33	4.3	7	8	11	3	2	14
CSc1nnnn1-c1ccc(C)c(Cl)c1	11	4	4	-5	0.7	9	-15	10	0	9	13
Cc1c(Cl)cccc1NC(=O)Cn1nnc(C(=O)NCc2cccs2)c1N	30	-2	-4	-4	-1.5	8	3	8	4	0	12
Cc1n[nH]c(=O)nc1N/N=C/c1cccs1	-36	4	-2	-9	-0.6	-12	0	16	-9	-16	-36
C=CCSc1nc2c(c(=O)[nH]1)C(C(C)C)C(C#N)=C(N)O2 (configuration not stated)	10	6	0	-29	-0.7	-11	-3	10	12	-7	16
Cc1cc2c(SCC(=O)NCC3CCCO3)ncnc2s1 (configuration not stated)	12	0	nt	17	-0.4	2	10	4	3	7	6
COc1ccc(N2CC(C(=O)NCCc3ccc(OC)c(OC)c3)CC2=O)cc1 (configuration not stated)	7	13	1	6	4.5	9	-11	4	-6	5	14
Cc1ccc(OCc2nnc(SCC(=O)NC3CCCCC3)n2C)cc1	-7	3	-1	-3	5.0	-7	-2	9	-6	-4	-17
COc1ccc(OC)c(S(=O)(=O)N2CCC(C(=O)N3CCN(c4ccc(F)cc4)CC3)CC2)c1	18	-3	nt	9	1.4	18	7	9	-1	3	15
CCOC(=O)C1=CCC(c2ccco2)N(S(=O)(=O)c2ccc(C)cc2)C1 (configuration not stated)	21	-3	nt	-20	0.3	-6	1	13	nt	nt	20
O=C(CSc1nc(-c2ccccc2)cc(=O)[nH]1)NCc1ccc2c(c1)OCO2	19	-4	2	14	-0.2	7	-7	7	-2	-13	8
COc1ccc(C2NC(=O)NC(C)=C2C(=O)OCC2CCCCC2)cc1OC (configuration not stated)	9	-3	0	-29	0.2	14	-1	1	0	-4	20
C[C@@H]1[C@H]2[C@@H](O[C@@H]3O[C@H](CO)[C@@H](O)[C@H](O)[C@H]3O)OC=C(C(=O)O)[C@H]2C[C@@H]1O	1	6	0	-10	0.2	3	-15	-3	-4	-6	8
O=C(NCCCN1CCOCC1)c1ccc(Cl)s1	5	-5	-4	17	-0.6	5	-16	-10	-4	-8	-26
OC1CCC(NC(=S)Nc2ccc(SC(F)F)cc2)CC1 (configuration not stated)	-173	-9	-1	-61	-2.3	-65	3	-6	-14	-60	-201
CC(C)=CCC/C(C)=C/CNC(=O)C[C@H]1C[C@H](C(=O)N2CCOCC2)[C@@]2(C)c3[nH]c4cc(CCC(=O)N(C)C)ccc4c3CCN2C1=O	-1	-14	nt	-17	0.8	89*	11	1	6	10	0
CC[C@@H]1[C@H]2CCCC(=O)N3CC[C@@H](C[C@@H]1Nc1ccccc1)[C@@H]23	-7	-5	3	1	-4.2	-34	7	18	1	-3	-2
Cc1nc(SCc2nc3ccc(C(=O)c4ccccc4)cc3[nH]2)c2oc3ccccc3c2n1	6	17	nt	-4	1.9	3	0	-17	4	-6	2
CCc1cc2ccc(C)c(C)c2nc1SCC(=O)Nc1cc(C)on1	8	3	1	20	0.1	-6	17	20	12	-17	7
O=C(Nc1cc(Sc2nc3ccccc3s2)cc([N+](=O)[O-])c1)c1cccc(F)c1F	21	-6	2	0	-0.3	33	-5	12	8	-15	10
CCOC(=O)C[C@H]1c2cc(F)ccc2S(=O)(=O)N1c1ccccc1	17	-9	1	-17	2.5	-4	-12	-8	-4	-2	5
COc1ccccc1N1CC(C(=O)Nc2ccc(C)c(S(=O)(=O)N3CCOCC3)c2)CC1=O (configuration not stated)	9	6	nt	-3	-1.9	-12	11	-3	-3	-4	11
COc1ccc(S(=O)(=O)N2CCCCC2)cc1NC(=O)c1cccc(S(=O)(=O)N2CC(C)OC(C)C2)c1 (configuration not stated)	11	-1	nt	5	-0.4	23	-14	17	5	5	18
CCN1CCN(c2cc(C)c3cc(NC(=S)NCCN(C)C)ccc3n2)CC1	-6	-8	-3	9	-0.7	4	-4	8	-8	-5	-3
COc1ccc(CCNC(=O)C2CC(=O)N(CCc3ccccc3)C2)cc1OC (configuration not stated)	17	6	-6	-10	-0.4	12	-4	-5	-4	3	15
CCCn1ncc(CN2CCN(CCc3ccccc3)C(CCO)C2)c1C (configuration not stated)	-13	2	3	1	-1.6	13	4	-19	7	-10	9
C=CCOc1cccc(CNCc2ccncc2)c1	-5	-8	nt	-21	0.7	-11	-9	3	-4	8	2
CCCN1CCN(CCCNC(=O)c2ccc3c(=O)n(CCc4ccccc4)c(=O)[nH]c3c2)CC1	-31	-6	7	-1	-0.4	-46	-9	7	0	-33	-1

The list is partial; count on the stated rates, not on these rows.
